Glioma ERSR ind: qHTS for Inducers of the Endoplasmic Reticulum Stress Response (ERSR) in Human Glioma: qHTS; U87-MG GRP78 promoter luciferase reporter, 16 h; Potency, µM, without a hit: at the highest dose activation, hits mostly activators; 420,000 compounds, 0.02% hits; AID 602332, 2012; active = well fitted activation curve with a large enough effect; inconclusive = small, poorly fitted or top-dose-only effect; inactive = no such curve, though single readings can be large or run the other way; note: series mostly up to about 76 µM; % of control where 0% means no effect; nearly all actives have a fitted effect of over 35% in size
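Stably transfected U87-MG human glioma cells carrying a GRP78-based luminescent sensor were seeded at 1000 cells/well, pin-dosed with compounds and incubated 16 h. Luciferase reagent was then added, and end-point luminescence was read after 10 min at room temperature.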
The depositor's hits bear a star; u = inconclusive; & = joins results of further samples. Potency is the fitted concentration of half-maximal effect. Not all compounds are listed, so the mix of outcomes need not match the whole.

mol	Glioma ERSR ind
COc1ccccc1CN1CCCC(n2cc(C(=O)N3CCCC3)nn2)C1 (stereo unspecified)	-2.6%
CC12C=C(/C=C/c3ccc(F)cc3)C(C)(C1)C(c1ccc(F)cc1)CC2=O (stereo unspecified)	-2.3%
CN1CCN(c2ncc3nc(CCc4ccccc4)c(=O)n(C)c3n2)CC1	3.2%
O=S(=O)(c1ccccc1)N1CCC[C@@]2(CCN(c3ncccn3)C2)C1	-3.4%
CC(=O)N1CCC2(CCCN(Cc3cc(C(F)(F)F)cc(C(F)(F)F)c3)C2)CC1	-3.3%
O=C(c1cnccn1)N1CCC[C@@]2(CCN(Cc3ccccc3)C2)C1	-1.0%
COC1(C#CC2C=CC(OC(C)=O)C(COC(C)=O)O2)CCCCC1 (stereo unspecified)	-2.6%
CC1OC(OCC2OC(Oc3c(-c4ccc(OCCO)c(OCCO)c4)oc4cc(OCCO)cc(O)c4c3=O)C(O)C(O)C2O)[C@@H](O)C(O)C1O (stereo partly specified)	-6.8%
COc1ccc2c(c1)OC(C)CN(CCNC(=O)c1csc(-c3cccs3)n1)C2 (stereo unspecified)	-3.3%
O=C(Nc1cccc(F)c1)N1CCCC2(CCN(C(=O)c3cc(C(F)(F)F)cc(C(F)(F)F)c3)CC2)C1	-4.1%
CC[n+]1c(/C=C/C=C2/N(C)c3ccccc3C2(C)C)sc2ccccc21	-14.7%
CC(C)=CCC/C(C)=C/CO/N=C1/C[C@@H](O)[C@@H](O)[C@@H]2[C@H]3C(=O)N(c4ccc(F)cc4F)C(=O)[C@@H]3CC[C@@H]12	-1.8%
COc1ccc(CNc2nc(-c3ccc4c(c3)OCO4)nc3ccccc23)c(OC)c1	-3.6%
CN(C)C(=O)c1ccc(-c2nc(N(C)C)c3ccccc3n2)cc1	1.8%
COc1ccc(C(=O)N2CCC3(CCN(C(=O)Nc4cccc(F)c4)CC3)CC2)cc1	-2.4%
Cc1cc(C(=O)NCC2Cc3cccc(-c4cncnc4)c3O2)c(C)o1 (stereo unspecified)	-0.6%

Pulled by compound from the list above (five):
mol	Glioma ERSR ind
O=C(c1cnccn1)N1CCC[C@@]2(CCN(Cc3ccccc3)C2)C1	-1.0%
CN1CCN(c2ncc3nc(CCc4ccccc4)c(=O)n(C)c3n2)CC1	3.2%
COC1(C#CC2C=CC(OC(C)=O)C(COC(C)=O)O2)CCCCC1 (stereo unspecified)	-2.6%
O=C(Nc1cccc(F)c1)N1CCCC2(CCN(C(=O)c3cc(C(F)(F)F)cc(C(F)(F)F)c3)CC2)C1	-4.1%
COc1ccccc1CN1CCCC(n2cc(C(=O)N3CCCC3)nn2)C1 (stereo unspecified)	-2.6%

Continuation:
mol	Glioma ERSR ind
Cc1ccc2c(c1)c(CC(NC(=O)c1ccccc1Oc1ccccc1)C(=O)O)cn2C(=O)OCc1ccccc1 (stereo unspecified)	1.7%
NC(CCC(=O)NC(CCSC(CC(=O)O)C(=O)O)C(=O)NCC(=O)O)C(=O)O (stereo unspecified)	-1.1%
Cc1ccccc1C1CC(=O)Oc2ccc(O)cc21 (stereo unspecified)	-4.3%
Clc1ccc(-n2cccc2CN2CCc3nnc(Cc4ccccc4)n3CC2)nc1	-7.3%
C=CC[C@@H]1C=C[C@@H](O/N=C2/[C@H]3O[C@@H]3[C@@H](O)[C@H]3[C@H]2CCn2c(=O)n(-c4ccccc4)c(=O)n23)[C@@H](CO)O1	-3.1%
c1nc(N2CCNCC2)c2cc(-c3ccc4c(c3)OCO4)ccc2n1	-1.7%
Cc1noc(C)c1-c1nccc(-n2ccnc2)n1	-4.9%
CN(C)CCn1nnnc1SCC1=C(C(=O)O)N2C(=O)[C@@H](NC(=O)Cc3csc(N)n3)[C@@H]2SC1	-1.2%

The list goes on, overlapping the part above by 3 compounds.
mol	Glioma ERSR ind
c1nc(N2CCNCC2)c2cc(-c3ccc4c(c3)OCO4)ccc2n1	-1.7%
Cc1noc(C)c1-c1nccc(-n2ccnc2)n1	-4.9%
CN(C)CCn1nnnc1SCC1=C(C(=O)O)N2C(=O)[C@@H](NC(=O)Cc3csc(N)n3)[C@@H]2SC1	-1.2%
CSc1nc(C(=O)NCc2nc(-c3cccc(NC(=O)c4ccccn4)c3)oc2C)cs1	-3.0%
CN1C(=O)C[C@H](c2ccccc2)C1=O	-2.2%
CN(Cc1ccco1)c1ncncc1-c1cccnc1	-4.1%
C#CCn1c(=O)c2c(nc(/C=C/c3cccc(OC)c3)n2C)n(CCCOP(=O)(O)O)c1=O	0.7%
NC(=O)N/N=C\c1ccc([N+](=O)[O-])o1	-0.4%
C[C@H](CCC(=O)NCC(=O)O)[C@H]1CC[C@H]2[C@H]3[C@@H](C[C@@H](O)[C@]12C)[C@]1(C)CC[C@H](O)C[C@@H]1C[C@@H]3O	-1.2%
Cn1c(-c2nc(-c3ccccc3)cs2)nc2ccccc21	u
O=c1c2ccccc2oc2cc(O)c(C3COCC(CO)C(O)C(O)C3O)c(O)c12 (stereo unspecified)	0.8%
Cc1noc(C)c1-c1ccc2ncnc(NCc3ccccc3)c2c1	1.8%
Cc1noc(C)c1C(=O)N1CCC2(CCN(Cc3cc(C(F)(F)F)cc(C(F)(F)F)c3)CC2)CC1	-3.5%
Cc1nc(C)c(CC(=O)N2CCOc3ccc(CN4CCOCC4)cc3C2)s1	-4.9%
COc1ccc(-n2c(=O)c(C)nc3cnc(Oc4cccc(Cl)c4)nc32)cc1	-3.2%
CO[C@H]1C=CO[C@]2(C)Oc3c(C)c(O)c4c(O)c(c5c(c4c3C2=O)NC2(CCN(CC(C)C)CC2)N=5)=NC(=O)C(C)=CC=C[C@@H](C)[C@@H](O)[C@@H](C)[C@@H](O)[C@@H](C)[C@@H](OC(C)=O)[C@@H]1C	-4.5%
COc1ccc(-c2oc3cc(O[C@@H]4OC(CO)C(O)C(O)C4O)c(OC)c(O)c3c(=O)c2OC)cc1O (stereo partly specified)	6.3%
CC(=O)c1ccc(N2CCOCC2)cc1O	-2.9%
CC(=O)N1CCC2(CC1)CN(c1ccccn1)C2	0.0%
c1ccc2c3c([nH]c2c1)[C@@H]1[C@H]2CC[C@H]([C@H]4CCCN[C@H]42)N1CC3	-3.0%
Cc1ccc(CN2CCC(C3(c4ccccn4)NC(=O)N(CC4CCCO4)C3=O)CC2)cc1C (stereo unspecified)	-2.8%
CC(=O)OC[C@@H]1O[C@@H](O/N=C2/C[C@@H](O)[C@@H](O)[C@@H]3[C@@H]4C(=O)N(C5CCCCC5)C(=O)[C@H]4CC[C@@H]23)[C@H](OC(C)=O)[C@H](OC(C)=O)[C@@H]1OC(C)=O	-4.7%
COC(=O)CCC[N+](C)(C)C	-4.0%
COc1ccccc1-c1cncnc1NCCN1CCOCC1	-1.5%
CC(=O)c1ccc(C(=O)N2CCc3c(cnc(C)c3CNC(=O)c3ccc4c(c3)OCO4)C2)s1	-5.0%
OCC1CCCN(c2nc3cc4c(cc3cc2CNCc2cccc(C(F)(F)F)c2)OCO4)C1 (stereo unspecified)	-2.5%
C=C1C=C(Br)C2(OCCCO2)[C@H]2OC12 (stereo partly specified)	-4.6%
N#Cc1cccc(NC(=O)N2CC[C@@]3(CCCN(C(=O)c4ccncc4)C3)C2)c1	-3.8%
CN1CCN(C2=Cc3ccccc3Oc3ccc(Cl)cc32)CC1	-4.3%&-5.0%
CCCCCCC1=Cc2cc(OC)c(OC)cc2C(C(C(C)=O)C(=O)OC)O1 (stereo unspecified)	-4.4%
O=C(NCC1Cc2cc(-c3cnc4ccccc4c3)cc(F)c2O1)c1cnsn1 (stereo unspecified)	5.3%
Cc1nc2ccccc2nc1CN1CCOc2ccc(C(C)(O)COc3ccccc3)cc2C1 (stereo unspecified)	0.5%
CC(=O)N[C@@H](Cc1c[nH]c2ccccc12)C(=O)O	-3.2%
CCS(=O)(=O)NCc1c(C)ncc2c1CCN(C(=O)c1csc(-c3cccs3)n1)C2	0.6%
COC(=O)N1CCC2(CC1)CCN(c1ccccn1)CC2	-1.5%
Cc1cc(-c2ccnc(-n3ncc(C(=O)N(C)CC(O)c4ccccc4)c3C)n2)c(C)s1 (stereo unspecified)	3.0%
NC(=O)C1CC2(NC(=O)NC2=O)c2cc(F)ccc2O1 (stereo unspecified)	-6.4%
O=C(NCCc1nnc2n1CCN(Cc1ccc3c(c1)CCO3)CC2)c1ccco1	-7.5%
COc1ccc(-c2c(O)c3c(OC)c4c(cc3oc2=O)OC(C)(C)C=C4)cc1	1.6%
CN1CCN(c2cc(-c3ccccc3Cl)ncn2)CC1	-0.6%
CC(C)=CCC/C(C)=C/CO/N=C1/C[C@@H](O)[C@@H](O)[C@@H]2[C@@H]3C(=O)N([C@@H](C)c4ccccc4)C(=O)[C@H]3CC[C@H]12	-3.0%
COCC(=O)Nc1cc(C(=O)N2CCCOc3c(cccc3OC)C2)c2c(c1)nc(C1CCC1)n2C	0.4%
CNC(=O)[C@@H]1C[C@H](NC2CCCCCCC2)CN1Cc1cccc(OC)c1OC	-3.5%

Later entries
SMILES	Glioma ERSR ind
Cn1nnnc1SCC1=C(C(=O)O)N2C(=O)[C@@H](NC(=O)[C@H](OC=O)c3ccccc3)[C@H]2SC1	-3.1%
c1cncc(-c2cncnc2NCc2cccs2)c1	-2.3%
Nc1cc(N2CCCCC2)nc(N)[n+]1OS(=O)(=O)[O-]	-4.1%&-1.1%
Cc1cccc(COC[C@H](Cc2ccccc2)N2CCN(C(=O)c3cccc(Cl)c3)CCC2=O)c1	-4.1%
N[C@@H](C(=O)N[C@H]1C(=O)N2C(C(=O)O)=C(Cl)CC[C@H]12)c1ccccc1	0.1%
CC[C@H](C)[C@H](NC(=O)[C@H](C)NC(=O)[C@H](Cc1cnc[nH]1)NC(=O)[C@@H]1CCCN1C(=O)CNC(=O)[C@H](CC(C)C)NC(=O)[C@H](CC(C)C)NC(=O)[C@H](Cc1ccc(O)cc1)NC(=O)CNC(=O)[C@H](C)NC(=O)[C@H](CO)NC(=O)[C@H](CC(N)=O)NC(=O)[C@H](CC(C)C)NC(=O)[C@@H](NC(=O)[C@H](Cc1c[nH]c2ccccc12)NC(=O)CN)[C@@H](C)O)C(=O)N[C@@H](CC(=O)O)C(=O)N[C@@H](CC(N)=O)C(=O)N[C@@H](Cc1cnc[nH]1)C(=O)N[C@@H](CCCNC(=N)N)C(=O)N[C@@H](CO)C(=O)N[C@@H](Cc1ccccc1)C(=O)N[C@@H](CO)C(=O)N[C@@H](CC(=O)O)C(=O)N[C@@H](CCCCN)C(=O)N[C@@H](Cc1cnc[nH]1)C(=O)NCC(=O)N[C@@H](CC(C)C)C(=O)N[C@H](C(N)=O)[C@@H](C)O	-6.5%
Cc1ccc(CN2CCOc3ccc(CN4CCC(Oc5cccnc5)CC4)cc3C2)o1	-3.6%
c1cncc(CNc2cc(-c3ccc4c(c3)OCO4)ncn2)c1	3.6%
CCNc1ncc2nc(-c3ccc(OC)cc3)c(=O)n(CCOC)c2n1	-2.4%
CC(C)CN1CC[C@@]2(CCCN(C(=O)c3cnccn3)C2)C1	-5.4%
COc1cccc(C(=O)NCc2nc(-c3cccc(NC(=O)c4ccoc4C)c3)oc2C)c1OC	-6.6%
O=C1[C@H]2[C@H]3[C@H](O)[C@H](O)C/C(=N/OCc4ccccc4)[C@@H]3CC[C@@H]2C(=O)N1C[C@@H]1CCCO1	-3.0%
O=C(c1ccc2[nH]ccc2c1)N1CCOc2ccc(CN3CCN(c4ccccn4)CC3)cc2C1	-4.5%
CCC(O)c1ccccc1 (stereo unspecified)	-2.5%&5.3%&-2.1%
CC(C)C[C@H](NC(=O)[C@H](CC(C)C)NC(=O)[C@H](Cc1ccc(O)cc1)NC(=O)CNC(=O)[C@H](C)NC(=O)[C@H](CO)NC(=O)[C@H](CC(N)=O)NC(=O)[C@H](CC(C)C)NC(=O)[C@@H](NC(=O)[C@H](Cc1c[nH]c2ccccc12)NC(=O)CN)[C@@H](C)O)C(=O)NCC(=O)N1CCC[C@H]1C(=O)N1CCC[C@H]1C(=O)N1CCC[C@H]1C(=O)NCC(=O)N[C@@H](Cc1ccccc1)C(=O)N[C@@H](CO)C(=O)N1CCC[C@H]1C(=O)N[C@@H](Cc1ccccc1)C(=O)N[C@@H](CCCNC(=N)N)C(N)=O	2.7%
CCCCCCOc1ccc(C(=N)N(CCCC)CCCC)c2ccccc12	-11.8%
CN(C)C(=O)c1ccc(-c2cncnc2NCc2cccnc2)cc1	1.6%
COc1cccc(Nc2ncc3nc(-c4ccc(F)cc4)c(=O)n(C[C@H]4CCCO4)c3n2)c1	-2.9%
Cc1nc2cnc(Oc3ccccc3)nc2n(C)c1=O	-6.4%
CC(=O)C(=O)O	-4.9%
COc1ccc(CN2CCC3(CC2)c2ccccc2[C@@H](NC(=O)c2ccccc2OC)[C@@H]3O)cc1O	2.4%
COc1ccc2[nH]cc(CCO)c2c1	-3.0%
Cn1ccc(C(=O)NCC2CCC3(CCN(Cc4cc(F)cc(F)c4)CC3)O2)n1 (stereo unspecified)	-5.0%
COc1ccc(-n2c(=O)c(CCc3ccccc3)nc3cncnc32)cc1	-4.2%
O=Nc1c(O)[nH]c2c(Cl)c(Cl)ccc12	-2.7%
CO[C@H]1[C@H](NC(=O)C(C)C)c2ccccc2C12CCN(Cc1c(C)nn(C)c1Cl)CC2	-5.9%
NC(N)=NCCC[C@H](N)C(=O)NCC(=O)N[C@@H](CC(=O)O)C(=O)O	-0.2%
CC(=O)N1CCC2(CCCN(c3ccccc3)C2)CC1	-3.0%
CC1CCC(C(=O)O)NC1c1ccc(-c2ccco2)cc1 (stereo unspecified)	-4.3%

Bioassay records as filed in PubChem.
